Compound activity as filed in PubChem.
Apaf-1 inh – inhibitors of human Apaf-1 apoptosome, primary screen, biochemical, DEVD-Rh110 fluorescence, uHTS; Apoptotic protease-activating factor 1 (Homo sapiens), O14727; AID 489030, 2010; reconstituted apoptosome caspase-3 activity; inhibition, % at 20 µM; 330,000 compounds, 0.71% hits; active means inhibition of at least 40% at 20 µM;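 further: plate controls were DMSO wells for no effect and DEVD-CHO caspase inhibitor wells for full effect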
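Material: reconstituted apoptosome with Apaf-1, cytochrome c, caspase-9, procaspase-3, dATP. Technique: Rh110 fluorescence intensity. Buffer or medium: pH 7.5 Hepes buffer with CHAPS, BSA, DTT. Times: 30 min plus 50 min, RT.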
hIAP activ – human IAP activators, primary screen, biochemical, luminescence, uHTS | Intestinal-type alkaline phosphatase (Homo sapiens), P09923 | 330,000 compounds, 0.16% hits | AID 2524, 2010 | purified human IAP, CDP-Star luminescence, 30 min; hits give high values; 1 = vehicle-only enzyme, 0 = enzyme-free background | activation factor at 10 µM;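 active means activation factor of the enzyme at least 2-fold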; further: the source names both 10 and 20 µM as test concentration; values of inactives mirror those of a sister screen read the other way
Target sequence (P09923 whole entry, looked up): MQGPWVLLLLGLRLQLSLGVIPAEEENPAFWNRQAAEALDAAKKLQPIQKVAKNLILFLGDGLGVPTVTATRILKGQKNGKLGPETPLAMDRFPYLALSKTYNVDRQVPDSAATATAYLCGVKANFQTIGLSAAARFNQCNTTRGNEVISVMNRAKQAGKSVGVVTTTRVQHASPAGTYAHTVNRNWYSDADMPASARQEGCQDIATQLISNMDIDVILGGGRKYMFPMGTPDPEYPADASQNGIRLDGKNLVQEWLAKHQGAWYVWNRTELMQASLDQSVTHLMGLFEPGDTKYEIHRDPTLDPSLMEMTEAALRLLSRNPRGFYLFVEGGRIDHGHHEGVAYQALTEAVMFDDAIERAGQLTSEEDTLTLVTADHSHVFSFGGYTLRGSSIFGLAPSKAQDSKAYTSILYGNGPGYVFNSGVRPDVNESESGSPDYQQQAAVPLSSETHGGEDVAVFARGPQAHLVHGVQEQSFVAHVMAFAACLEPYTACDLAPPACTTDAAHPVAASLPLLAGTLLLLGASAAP
tim10-1 inh – growth inhibitors of tim10-1 mutant yeast, primary screen, luminescence, uHTS | 330,000 compounds, 2.2% hits | S. cerevisiae tim10-1 ts strain growth, BacTiter-Glo, 24 h | inhibition, % at 20 µM | AID 463190, 2010;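 active means inhibition of at least 40%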;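 further: mutant grown at 25 °C; 0% = DMSO wells with yeast and 100% = wells holding no yeast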
ATG4B inh – ATG4B protease inhibitors, primary screen, biochemical, fluorescence, uHTS; inhibition, % at 8.33 µM; ATG4B cleavage of LC3-PLA2, NBD-HPC fluorescence, 1 h; 340,000 compounds, 0.51% hits; Cysteine protease ATG4B (Homo sapiens), Q9Y4P1; in the data active means inhibition above about 40%
Target sequence (Q9Y4P1 whole entry, looked up): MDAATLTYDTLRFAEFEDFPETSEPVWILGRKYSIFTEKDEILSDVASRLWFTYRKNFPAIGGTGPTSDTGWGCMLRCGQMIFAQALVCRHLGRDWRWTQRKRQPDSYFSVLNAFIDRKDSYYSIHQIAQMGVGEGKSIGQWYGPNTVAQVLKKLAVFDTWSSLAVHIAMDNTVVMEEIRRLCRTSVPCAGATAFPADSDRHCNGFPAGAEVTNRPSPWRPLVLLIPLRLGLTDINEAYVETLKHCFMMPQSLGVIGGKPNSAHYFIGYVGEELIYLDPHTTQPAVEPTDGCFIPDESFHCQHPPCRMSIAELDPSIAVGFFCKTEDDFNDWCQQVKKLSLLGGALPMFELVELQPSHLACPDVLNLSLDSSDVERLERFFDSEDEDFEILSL
hIAP block – human IAP inhibitors, primary screen, biochemical, luminescence, uHTS; 330,000 compounds, 0.12% hits; Intestinal-type alkaline phosphatase (Homo sapiens), P09923; purified IAP, CDP-Star luminescence, 30 min; inhibition, % at 10 µM; AID 2544, 2010;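 active means inhibition reaching a set limit with compound at 10 µM in the primary screen, cut at about 35% in these data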;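 further: plate controls were DMSO wells with enzyme for no effect and no-enzyme buffer wells for full effect; values of inactives mirror those of a sister screen read the other way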
NLRP3 yeast inh – NALP3 inflammasome inhibitors in reconstituted yeast, primary screen, luminescence, uHTS. inhibition, % at 10 µM. 330,000 compounds, 0.39% hits. Yeast reconstituted NLRP3/ASC/caspase-1, beta-gal luminescence, 24 h;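 active means inhibition of 50% or more; inactive means inhibition below 50%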;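 further: plate controls were induced DMSO wells for no effect and uninduced yeast grown without galactose for full effect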
mIAP act – activators of mouse IAP, primary screen, biochemical, luminescence, uHTS | intestinal alkaline phosphatase [Mus musculus] | 330,000 compounds, 0.24% hits | AID 2805, 2010 | muIAP, CDP-Star luminescence, 30 min; hits give high values; 1 = vehicle-only enzyme signal, 0 = enzyme-free wells | activation factor at 10 µM;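 active means activation factor of at least 2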; further: the source names both 10 and 20 µM as test concentration; values of inactives mirror those of a sister screen read the other way
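Assay system: mouse IAP enzyme / Compound: DMSO-dissolved test compounds / Timing: 30 min, room temperature / Measured by: luminescence from enzymatic CDP-Star hydrolysis / Control set: DMSO-only wells, enzyme-free buffer wells as negative control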
TIM10 inh – growth inhibitors of isogenic TIM10 control yeast, primary screen, counter-screen for tim10-1 yeast inhibitor project, luminescence, uHTS | S. cerevisiae TIM10 strain growth, BacTiter-Glo luminescence, 24 h | AID 463195, 2010 | 330,000 compounds, 1.4% hits | inhibition, % at 10 µM;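 active means inhibition of 40% or more at the single tested concentration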;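 further: wild-type TIM10 isogenic control strain grown at permissive 25 °C; 0% = DMSO yeast wells and 100% = minimal medium wells without yeast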
mIAP block – inhibitors of mouse IAP, primary screen, biochemical, luminescence, uHTS. intestinal alkaline phosphatase [Mus musculus]. purified mouse IAP, CDP-Star luminescence, 30 min. inhibition, % at 10 µM. 330,000 compounds, 0.2% hits;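 active means inhibition of at least 40% at 10 µM in the primary screen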;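 further: plate controls were DMSO with enzyme for no effect and no enzyme wells for full effect; values of inactives mirror those of a sister screen read the other way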
Active calls of the source: *. Rows were taken by chance; 4.5% or so of the library scored in one or more.

Molecule	ATG4B inh	tim10-1 inh	hIAP activ	mIAP block	hIAP block	mIAP act	Apaf-1 inh	TIM10 inh	NLRP3 yeast inh
COc1cccc(NC(=O)c2ccc3nsnc3c2)c1	1	-9	0.89	2	11	0.98	-1	-17	36
COc1ccc(OCC(=O)Nc2cccc(NC(=O)c3ccco3)c2)cc1	-17	-5	0.99	6	1	0.94	-20	23	-8
O=C(CSc1nnc(-c2cccs2)n1-c1cccc(Cl)c1)c1cccc2c1OCCO2	-12	13	0.99	-2	1	1	25	16	-1
COC(=O)c1ccc(COc2ccc(/C=N/NC(=O)C(=O)Nc3ccc(OC)cc3)cc2OC)o1	0	11	1.3	4	-30	0.96	5	2	18
COc1ccc(NC(=O)C(C)N(C)Cc2ccc3ccccc3c2)cc1 (centres undefined)	-2	-16	1.1	-2	-11	1	13	11	24
Nc1nccc(-c2ccc(-n3cnc4ccccc43)cc2)n1	-12	1	0.97	10	3	0.9	-10	19	26
NNc1nc(-c2ccccc2)c2ccccc2n1	8	9	1.1	1	-8	0.99	6	27	26
CC(c1ccon1)N(C)C(=O)c1ccc(OC2CCN(C(=O)C3CC3)CC2)cc1 (centres undefined)	-4	11	1.1	6	-5	0.94	-2	2	7
Cc1cc(C(=O)N2CCCC(N3CCN(c4cccc(Cl)c4)CC3)C2)no1 (centres undefined)	1	11	1	-4	-2	1	2	9	16
C#CCn1c(=NC(=O)CN2C(=O)CCC2=O)sc2cccc(C)c21	5	11	0.93	7	7	0.93	-1	-1	11
COc1cccc(CN2CCNC(=O)C2CC(=O)NCCN2CCCCC2=O)c1 (centres undefined)	25	14	0.92	-5	8	1	-6	0	10
Cc1ccc(/S(C)=N/S(=O)(=O)c2ccc(C)cc2)cc1 (centres undefined)	-13	-1	0.79	-3	21	1	-12	-1	29
CN(CC(=O)Nc1ccccc1Cl)C(=O)CCc1nc2ccccc2c(=O)[nH]1	1	2	1	3	0	0.97	-4	-1	10
COC(=O)/C=C/c1ccc(-n2ccnc2)cc1	-7	2	0.99	13	1	0.87	-2	3	-5
O=C(CSc1nnc(-c2ccc(O)cc2)n1Cc1ccco1)c1cccs1	-4	-13	1.2	7	-19	0.93	11	-3	20
CC(N)C12CC3CC(CC(O)(C3)C1)C2 (centres undefined)	2	-9	0.92	0	8	1	-13	7	23
Nn1c(Cc2ccccc2)nc2sc3c(c2c1=O)CCC3	1	0	0.97	0	3	1	-16	-27	21
CC1CCN(c2ccccc2NC(=O)c2ccc(F)cc2)CC1	11	26	0.92	7	8	0.93	21	19	5
O=C(CSC(=S)N1CCOCC1)Nc1ncc2c(n1)CCCC2=O	6	-1	1.1	0	-10	1	-7	9	14
Clc1ccc(SCCn2cncn2)cc1	5	12	1.3	-2	-26	1	-1	-8	11
O=c1c(/C=C(\O)c2ccccc2)nc2ccccc2n1-c1ccccc1	-21	12	1.2	3	-17	0.97	25	7	25
CC(C)c1ccc(OCC(=O)NC2CC(C)(C)NC(C)(C)C2)c(Br)c1	-12	-7	1.3	4	-32	0.96	-4	-15	12
CCNc1nc(NCC)n2c(SCC(=O)Nc3cccc(Cl)c3)nnc2n1	-2	0	1.2	0	-22	0.99	8	-4	13
COc1ccc(OC)c(C(=O)c2oc3ccccc3c2NC(C)=O)c1	-10	-4	0.92	0	8	1	8	4	9
O=C(Cn1c2ccccc2c2nc3n(c(=O)c21)CCS3)N1CCCC1	3	3	0.72	0	28	1	0	6	-1

Sorted by the number under hIAP block (rising): some entries from above.
canonical_smiles	ATG4B inh	hIAP activ	mIAP block	hIAP block	mIAP act	NLRP3 yeast inh
CCNc1nc(NCC)n2c(SCC(=O)Nc3cccc(Cl)c3)nnc2n1	-2	1.2	0	-22	0.99	13
O=C(CSc1nnc(-c2ccc(O)cc2)n1Cc1ccco1)c1cccs1	-4	1.2	7	-19	0.93	20
COc1ccc(NC(=O)C(C)N(C)Cc2ccc3ccccc3c2)cc1 (centres undefined)	-2	1.1	-2	-11	1	24

Results in ATG4B inh, mIAP block and hIAP block, for some of the entries so far:
canonical_smiles	ATG4B inh	mIAP block	hIAP block
COc1ccc(OCC(=O)Nc2cccc(NC(=O)c3ccco3)c2)cc1	-17	6	1
Nc1nccc(-c2ccc(-n3cnc4ccccc43)cc2)n1	-12	10	3
O=C(Cn1c2ccccc2c2nc3n(c(=O)c21)CCS3)N1CCCC1	3	0	28
CC(C)c1ccc(OCC(=O)NC2CC(C)(C)NC(C)(C)C2)c(Br)c1	-12	4	-32
CC(N)C12CC3CC(CC(O)(C3)C1)C2 (centres undefined)	2	0	8
COC(=O)/C=C/c1ccc(-n2ccnc2)cc1	-7	13	1

Next results:
Molecule	ATG4B inh	tim10-1 inh	hIAP activ	mIAP block	hIAP block	mIAP act	Apaf-1 inh	TIM10 inh	NLRP3 yeast inh
Cc1sc2nc(CN3CCOCC3)nc(Oc3ccc(NC(=O)c4ccco4)cc3)c2c1C	6	48*	1	-15	-2	1.1	16	18	16
CSc1ncnc2c1ccn2CC(=O)Nc1ccc(C)c(C)c1	-4	-26	0.95	-13	5	1.1	4	-15	32
COc1cccc(C(=O)N(c2ccccc2)C2C=CS(=O)(=O)C2)c1 (centres undefined)	-1	15	1	4	-3	0.96	-8	12	3
COc1cc2c(cc1OC)C(C)N(C(=O)CCNC(=O)c1ccccc1)CC2 (centres undefined)	-1	-8	0.97	-5	3	1.1	4	5	0
CCNC(=S)N1CCN(S(=O)(=O)c2cccc(C(F)(F)F)c2)CC1	-10	12	1	-11	-2	1.1	-7	19	16
Cc1ccc(C(=O)Oc2coc(CSc3nnc(NC(=O)c4cccs4)s3)cc2=O)cc1C	22	-1	0.89	-2	11	1	13	-1	16
CN(C)c1cccc(C(=O)Nc2nc3ccccc3[nH]2)c1	-2	-9	1.3	-1	-28	1	6	15	17
C[C@@H]1CC2OC(=O)[C@@]3(C)C(=O)CC[C@@](C)(C23)[C@@]1(O)CCc1ccoc1 (some centres undefined)	-10	2	1	-1	-2	1	-3	6	3
CC(C)CN1C2CCCC1CC(NC(=O)c1ccc([N+](=O)[O-])cc1)C2 (centres undefined)	7	-19	1	0	0	1	8	-7	16
O=C(O)CCC(=O)NCCc1cccc(Cl)c1	-3	-9	0.94	-6	6	1.1	-17	7	22
O=[N+]([O-])c1ccc(N2CCNCC2)c(S(=O)(=O)N2CCOCC2)c1	-2	7	0.93	4	8	0.96	-7	8	9
O=C(NCCNC(=O)c1cc(Cl)ccc1Cl)c1ccccn1	4	-10	1.2	5	-15	0.95	-1	13	-11
CC1=Nn2c(nnc2-c2ccc(F)cc2)SC1	-13	-18	1.1	1	-9	0.99	-1	-3	13
CN1CCN(/N=C/c2ccc(-c3ccc([N+](=O)[O-])cc3Cl)o2)CC1	-8	39	0.68	13	32	0.87	1	8	18
O=C(CN(c1cccc([N+](=O)[O-])c1)S(=O)(=O)c1ccccc1)NCc1ccccc1	21	23	0.91	2	9	0.98	0	23	1
C=CCOc1c(Cl)cc(CNCCCN2CCOCC2)cc1OC	8	-5	1	0	-1	1	-13	-20	21
Cc1ccccc1N1CCN(c2ncnc3scc(-c4cccs4)c23)CC1	0	18	0.9	-1	10	1	20	13	12
COc1ccc(Cl)cc1NC(=O)CCN1C(=O)C2CC=CCC2C1=O (centres undefined)	2	8	1	-5	-4	1.1	-6	8	13
COc1ccc(-c2ccc3c(N)c(C(=O)c4cccc(OC)c4)sc3n2)cc1	18	25	0.94	-3	6	1	3	12	10
C=CCn1c(CSCc2ccc(C)cc2)nnc1SCC(=O)NCc1ccccc1	-6	25	1.1	-6	-10	1.1	13	-2	20
COC(=O)c1c(Cl)c2n3ccccc3c(C)c(-c3ccccc3)c-2c1C(=O)OC	-9	-3	0.95	1	5	0.99	16	1	1
CC1CC1C(=O)OCC(=O)NCc1ccccc1 (centres undefined)	1	5	0.98	0	2	1	-3	-1	5
COc1cccc(/C=C/C(=O)OCC(=O)NCCC2=CCCCC2)c1	-7	23	1	1	-1	0.99	6	-9	8
Cc1ccc2nc(NC(=O)COC(=O)c3ccncc3)sc2c1	-9	13	1.1	-6	-8	1.1	7	28	-1

Complete entries as entered above. Screens in order: ATG4B inh	tim10-1 inh	hIAP activ	mIAP block	hIAP block	mIAP act	Apaf-1 inh	TIM10 inh	NLRP3 yeast inh
Entry for C=CCn1c(CSCc2ccc(C)cc2)nnc1SCC(=O)NCc1ccccc1 : -6	25	1.1	-6	-10	1.1	13	-2	20
Entry for COC(=O)c1c(Cl)c2n3ccccc3c(C)c(-c3ccccc3)c-2c1C(=O)OC : -9	-3	0.95	1	5	0.99	16	1	1
